HTR5A ag: HTR5A agonism, opioid heterodimer counter-screen; HTR5A agonist assay, luminescence, cell-based; 0.61% of 340,000 active; AID 504692; activation, % at 9.3 µM; in the data active = activation mostly above about 9.5%, no sharp cut-off; inactive = mostly below about 7.6%;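 note: 0% = cells with vehicle only and 100% = reference agonist; strong numbers were not always called active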
Target sequence (P47898 whole entry, looked up): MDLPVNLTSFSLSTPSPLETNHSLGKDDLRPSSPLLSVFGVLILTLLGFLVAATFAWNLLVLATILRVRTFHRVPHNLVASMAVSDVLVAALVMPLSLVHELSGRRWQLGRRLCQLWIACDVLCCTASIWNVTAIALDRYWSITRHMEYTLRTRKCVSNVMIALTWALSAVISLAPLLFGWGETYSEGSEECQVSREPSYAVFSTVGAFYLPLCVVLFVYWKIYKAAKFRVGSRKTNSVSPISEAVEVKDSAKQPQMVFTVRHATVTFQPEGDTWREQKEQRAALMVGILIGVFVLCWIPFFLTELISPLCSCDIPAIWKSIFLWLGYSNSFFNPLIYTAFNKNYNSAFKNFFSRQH
Wnt act: Wnt/beta-catenin pathway activation | activation, % at 9.35 µM | 1.2% of 300,000 active | Wnt/beta-catenin reporter cell assay, activator, plate reader; in the data active = activation above about 30%, passing the limit was not always enough; inconclusive = no clear call, values can overlap the other calls;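 note: 0% = neutral control wells and 100% = positive control wells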
PvdQ acylase: P. aeruginosa PvdQ acylase inhibition. inhibition, % at 10 µM. purified PvdQ acylase, fluorescence plate reader. 0.063% of 340,000 active. AID 488965; in the data active = inhibition above about 30%, passing the limit was not always enough; inconclusive = no clear call, values can overlap the other calls;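 note: 0% = vehicle neutral wells and 100% = reference inhibitor wells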
Rtt109 Vps75: C. albicans Rtt109 histone acetyltransferase inhibition; Q5AAJ8; purified Rtt109/Vps75, ThioGlo CoA-SH fluorescence, 4 h; inhibition, % at 34.9 µM; 0.16% of 330,000 active; AID 540336;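 active = inhibition of at least 50% in every replicate; inconclusive = best replicate reaches 50% inhibition but some replicates fall short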
MITF TRPM1 HTS: MITF TRPM1 promoter activation in melanoma cells. activation, % at 12.5 µM. 0.75% of 300,000 active. SK-MEL-5 TRPM1-promoter luciferase, 24 h; % of positive control, neutral wells = 0. AID 588334;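 active = mean activation of at least 80% with every replicate also reaching 80%; inconclusive = mean reaches 80% but some replicate falls short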;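 note: 0% = neutral control wells and 100% = parthenolide positive control wells; values of inactives mirror those of a sister screen read the other way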
CDK5 inh: inhibitors of human CDK5/p35 kinase. 0.01% of 330,000 active. Recombinant CDK5/p35, ADP-Glo luminescence, 60 min. inhibition, % at 10 µM. Q00535+Q15078;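 active = highest replicate inhibition of at least 50% and at least 75% of replicates reaching 50%; inconclusive = only one of the two criteria met; inactive = both criteria failed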;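 note: plate controls were DMSO neutral control for no effect and GW8510 at 10 µM for full effect; many of its hits are not listed in these tables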
SR-BI HDL uptake: mouse SR-BI HDL lipid transfer inhibition | Q61009 | ldlA[mSR-BI] CHO cells, DiI-HDL uptake fluorescence, 3 h | inhibition, % at 12.5 µM | 0.96% of 320,000 active;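 active = mean replicate inhibition of at least 70% and a set share of replicates each scoring 70 or more; inconclusive = meets just one of the two criteria; inactive = fails both criteria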;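 note: 0% = median of neutral control wells and 100% = median of positive control wells; values of inactives mirror those of a sister screen read the other way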
Target sequence (Q61009 whole entry, looked up): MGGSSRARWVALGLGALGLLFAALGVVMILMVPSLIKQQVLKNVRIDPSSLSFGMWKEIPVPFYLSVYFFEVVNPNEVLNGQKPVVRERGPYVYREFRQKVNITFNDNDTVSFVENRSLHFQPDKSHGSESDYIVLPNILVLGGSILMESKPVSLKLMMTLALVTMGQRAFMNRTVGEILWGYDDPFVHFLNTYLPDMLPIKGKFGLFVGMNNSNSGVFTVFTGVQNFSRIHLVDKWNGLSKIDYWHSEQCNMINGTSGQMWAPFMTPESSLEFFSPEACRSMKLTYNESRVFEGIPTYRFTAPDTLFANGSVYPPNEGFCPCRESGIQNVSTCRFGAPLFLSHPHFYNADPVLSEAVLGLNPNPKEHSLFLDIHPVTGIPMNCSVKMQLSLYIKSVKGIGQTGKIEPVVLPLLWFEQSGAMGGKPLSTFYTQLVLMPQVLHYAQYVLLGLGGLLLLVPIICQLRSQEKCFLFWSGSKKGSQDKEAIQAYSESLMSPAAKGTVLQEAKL
cardiac RTF act: cardiac RTF calcium sensitization; P19429+P45379; IANBD-labeled TnC RTF fluorescence at EC20 calcium; 0% EC20 calcium, 100% full calcium; activation, % at 7.2 µM; 0.24% of 340,000 active;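 active = activation above the mean over all tested compounds plus 3 SD, cut at about 30% in these data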;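 note: rise in fluorescence read as greater calcium sensitivity of cardiac thin filaments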
SR-BI DiI-HDL act: activators of SR-BI mediated HDL lipid uptake; AID 504775; CHO ldlA[mSR-BI] cells, DiI-HDL uptake fluorescence, 3 h; 100 = double the neutral-control signal; 0.096% of 320,000 active; activation, % at 12.5 µM;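 active = mean replicate activation of at least 60% and every replicate at or above 60%; inconclusive = mean or all-replicate condition met, but not both; inactive = mean below 60% and not all replicates reaching 60%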;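 note: 0% = median plate neutral-control signal and 100% = twice that signal; values of inactives mirror those of a sister screen read the other way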
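Assay system: LDL receptor-deficient CHO ldlA cells overexpressing murine SR-BI / Medium: BSA-supplemented, HEPES-buffered Ham's F12, pH 7.4 / Probe or stimulus: DiI-labelled HDL at 10 µg/mL final / Timing: compound with DiI-HDL co-incubation, 3 h at 37 °C / Technique: bottom-read cell fluorescence after medium removal, ex 550/em 595 nm / Measure: HDL uptake via cellular fluorescence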
dFosB act: mouse delta FosB homodimer activation; purified delta FosB, TAMRA-CDK5 oligo fluorescence polarization; percent of positive-control signal above neutral wells; activation, % at 25 µM; 0.99% of 340,000 active; AID 493131;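 active = mean activation above about 17%, with every replicate also reaching it, limit read from the data, passing the limit was not always enough; inconclusive = only one of the two conditions met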;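 note: fluorescence polarization rise as delta FosB binds a TAMRA Cdk5 AP-1 oligo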
Numbers without * were called inactive; ? = inconclusive; · = no result given.

Fields: HTR5A ag, Wnt act, PvdQ acylase, Rtt109 Vps75, MITF TRPM1 HTS, CDK5 inh, SR-BI HDL uptake, cardiac RTF act, SR-BI DiI-HDL act, dFosB act
CSc1ccccc1C(=O)NCCOc1cccc(C)c1
 : -3, -2, 8, 10, 8, 0.1, 21, 1, -21, 5
COc1cc2c(cc1OC)C(C(=O)NCCN1CCOCC1)C1c3ccccc3CCN1C2=O (configuration not stated)
 : 4, ·, -5, -1, -6, -0.3, -19, -3, 19, 3
CC(=O)N1CC=CC1(CC(C)C)C(=O)NCc1cc(F)cc(C(F)(F)F)c1 (configuration not stated)
 : -2, 0, 2, 0, 2, -2.6, -2, -13, 2, -3
COc1ccc(-c2c(C#Cc3ccsc3)c3cc(-c4ccc(OC)c(F)c4)ccc3n2C)cc1
 : 6, -4, 14, 3, 7, 1.4, 7, -2, -7, 4
CC(C)OC(=O)c1cccnc1N1CCN(c2cccc(Cl)c2)CC1
 : 3, 2, -6, 1, -6, 0.6, 28, -9, -28, 5
CCC(C)NCCOCCOc1ccc(Cl)cc1Br (configuration not stated)
 : -4, -4, -4, 5, 13, -4.5, 14, 1, -1, -6
CCOc1ccccc1N(CC(=O)Nc1c(C)n(C)n(-c2ccccc2)c1=O)S(=O)(=O)c1ccccc1
 : 4, -26, -16, ·, 38, -1.4, -71, -3, 71*, -3
CC(C)NC(=O)C1CCN(C(=O)c2ccc(-c3ccccc3)cc2)CC1
 : -1, ·, -13, 1, 9, 0.7, -6, 8, 6, -4
O=C(Nn1c(C2CCCCC2)nc2ccccc2c1=O)c1ccc([N+](=O)[O-])cc1Cl
 : -2, -2, 9, 17, 4, -0.4, -16, 1, 16, 43*
COc1ccc(CCNC(=O)COC(=O)C2COc3ccccc3O2)cc1 (configuration not stated)
 : 2, -2, -11, 4, ·, 6.3, -12, 5, 12, 7
O=C(C1=C[C@@H](c2ccc(C(F)(F)F)cc2)C[C@@H](OCCCCO)O1)N1CCCCCCC1
 : 0, -3, 3, -4, -4, -2.5, -1, -1, 1, -5
O=C1CCC(=O)N1c1ccc(S(=O)(=O)N2CCCC2)cc1
 : 5, 0, -10, -1, 12, -0.1, 0, 2, 0, -2
NNC(=O)c1ccc(CN2CCCCC2)o1
 : 0, -2, -15, 1, 2, -2.1, 11, -3, -11, -5
O=C(/C=C/c1ccc(Cl)c([N+](=O)[O-])c1)Nc1ccc(NC(=O)c2ccco2)cc1
 : 1, -4, 4, 4, -5, 0.2, 35, -11, -35, 13
Cc1nc2ccccc2n1CC(=O)N/N=C\C=C\c1ccccc1
 : ·, -9, -12, 6, ·, -1.0, 3, 8, -3, -5
COc1ccc(OCC(O)CN2CCN(c3ccc(OC)cc3)CC2)cc1 (configuration not stated)
 : 1, -1, -12, -35, ·, -0.5, -18, -4, 18, -3
O=S(=O)(c1ccc(F)cc1)N1CCN(CC(O)COCc2cccs2)CC1 (configuration not stated)
 : 1, 0, -10, -9, ·, 1.8, -1, 6, 1, -3
CC1CCN(C(=O)Cn2nnc(-c3ccc(N)cc3)n2)CC1
 : -1, -1, -1, -1, ·, 0.4, -10, -4, 10, 0
O=C1CSC(c2ccccc2)N1c1cccnc1 (configuration not stated)
 : -1, -1, -11, 2, -20, -1.5, -14, 8, 14, -5
O=C(C1CCC1)N1CCN(S(=O)(=O)c2ccc([N+](=O)[O-])cc2)CC1
 : -2, -6, -7, -4, -5, -2.7, -5, 1, 5, -7

Next section.
Fields: HTR5A ag, Wnt act, PvdQ acylase, Rtt109 Vps75, MITF TRPM1 HTS, CDK5 inh, SR-BI HDL uptake, cardiac RTF act, SR-BI DiI-HDL act, dFosB act
Cn1c(N)c(C(=O)CSc2nc3ccccc3c(=O)n2Cc2ccccc2)c(=O)n(C)c1=O
 : 1, -9, 5, 1, -20, 1.2, 15, 0, -15, 4
Cc1ccc(C(c2sc3nc(C)nn3c2O)N2CC(C)OC(C)C2)cc1 (configuration not stated)
 : 4, -4, -7, 2, -1, -0.8, 5, 5, -5, -4
C=C(C)Cn1c(=O)c2c(nc3n2CC(C)CN3Cc2ccccc2)n(C)c1=O (configuration not stated)
 : -5, -2, -5, 0, 2, -6.9, -8, -3, 8, -5
CCOC(=O)c1ccc(NC(=S)Nc2ccccn2)cc1
 : 0, 0, 8, -1, 40, -0.2, -10, -5, 10, 1
Cc1cc(NC(=O)Nc2cccc(Cl)c2)n(-c2ccccn2)n1
 : -4, 20, -5, 9, 14, -0.2, ·, -7, ·, -7
CCCC(=O)NCCCc1nc2ccccc2n1CC
 : 2, -4, -14, 3, -10, -0.1, -2, 2, 2, -2
Cn1ccs/c1=N\S(=O)(=O)c1ccc(F)cc1
 : -3, 0, -6, -10, 1, 0.2, -24, 2, 24, 9
CC(C)C[C@@H](CN=[N+]=[N-])N1CCN(Cc2ccccc2)CCC1=O
 : 10, -1, -11, 4, -2, -0.4, -3, -3, 3, -5
O=C(CN(C(=O)CNS(=O)(=O)c1ccccc1)C1CCCC1)NCC1CCCO1 (configuration not stated)
 : 0, -6, -9, -9, 3, 0.6, -13, 0, 13, 8
CCSc1nnc(NC(=O)C2CCN(C(=O)c3ccc(F)cc3)CC2)s1
 : -1, 2, -13, -3, -3, -0.5, -14, 1, 14, -2
COc1cc(NC(=O)c2ccc([N+](=O)[O-])o2)ccc1NC(=O)c1ccco1
 : -4, 6, -7, -14, -84, -0.6, 67, -2, -67, -18
Cc1cc(C)c(N(CC(=O)NC(C)(C)C)C(=O)CNC(=O)c2cccs2)c(C)c1
 : ·, 1, 0, 8, 1, -0.9, -16, ·, 16, -10
Cc1nnc(NC(=O)CSc2nnc(CCc3nc4ccccc4[nH]3)n2C)s1
 : 1, -2, 0, -1, ·, -0.9, 9, 0, -9, -5
COc1ccc(C2N(C(=O)N(C)C)CCN2S(=O)(=O)c2ccc(OC)cc2)cc1 (configuration not stated)
 : 12, 1, 6, -4, 6, -0.9, ·, -1, ·, -1
Cc1cccnc1CCNC(=O)CC1C(=O)NCCN1CC1CCCCC1 (configuration not stated)
 : 0, ?, 9, 19, -5, 0.0, -13, -6, 13, -15
NS(=O)(=O)c1ccc(NC(=O)COC(=O)c2cc3ccccc3oc2=O)cc1
 : 2, 4, -5, -2, 5, 0.7, ·, 3, ·, 7
O=C(c1cccs1)N(c1ccc(F)cc1)C1C=CS(=O)(=O)C1 (configuration not stated)
 : -4, -2, 4, 0, 6, -1.3, -16, -2, 16, 2
COc1ccc(C)cc1NC(=O)CNc1ccc(C(C)=O)cc1
 : -1, ·, 5, 0, -9, 2.0, 4, 3, -4, -4
CC/C(=C/c1ccccc1)c1cccc2[nH]c3c(OC)cccc3c12
 : 2, -15, -17, 2, -11, 1.7, 45, 7, -45, -7
O=C(CSc1nnc2ccc(-c3ccc(F)cc3)nn12)N1CCCC1
 : 0, 23, -11, -8, -4, 0.9, ·, 3, ·, -5

(cont.)
Fields: HTR5A ag, Wnt act, PvdQ acylase, Rtt109 Vps75, MITF TRPM1 HTS, CDK5 inh, SR-BI HDL uptake, cardiac RTF act, SR-BI DiI-HDL act, dFosB act
CC(=O)Nc1ccc(Nc2nc(C(F)(F)F)nc3c2nnn3Cc2ccccc2Cl)cc1
 : -2, -3, -10, 2, -13, 0.9, 26, -1, -26, -9
O=C(CCCC(=O)N1CCN(c2ccccc2F)CC1)c1ccccc1
 : 8, 5, -1, 1, 60, 0.7, 6, -3, -6, 0
CC(=O)Nc1ccc(Nc2nc(C)nc3c2nnn3Cc2ccccc2Cl)cc1
 : 3, 0, -3, 2, ·, -0.8, 33, -6, -33, -3
Cc1cc(NC(=O)CCC(=O)N(CC(=O)NC2CCCC2)Cc2cccs2)no1
 : 1, -1, -7, -4, -1, -6.5, -5, 10, 5, 3
CC(C)(C)OC(=O)N[C@@H](Cc1ccccc1)c1nnc(SCC(=O)O)o1
 : 2, -2, -3, 4, 4, -1.7, 1, 3, -1, 7
CCc1ccccc1NC(=O)NNC(=O)CCc1ccccc1
 : 8, 0, -3, -4, -7, -0.9, -13, 1, 13, 4
CCCc1cc(=O)oc2cc(OCC(=O)NCCCn3ccnc3)c(Cl)cc12
 : 1, -4, -18, 2, -10, 1.0, 7, 5, -7, -5
O=C(Nc1ccc(F)c(F)c1)c1ccc(F)c(S(=O)(=O)N2CCC3(CC2)OCCO3)c1
 : 11, -1, -4, 6, -10, -0.1, 5, -1, -5, -4
C/C=C/c1ccc(OCC(O)CN2CCCCCCC2)c(OC)c1 (configuration not stated)
 : -4, -1, -7, 2, 0, -0.9, 20, -5, -20, -2
CN1CCCN(C(=O)c2ccc(Cl)cc2)CC1
 : 2, 1, -3, 5, -1, 0.5, -17, -3, 17, -4
COc1ccc(/C=N/NC(=O)c2ccc(Cl)c(S(N)(=O)=O)c2)cc1OCC(N)=O
 : 0, -1, -9, -34, -5, -0.2, 6, 4, -6, 0
Cc1cc(C)nc(SCc2nnc(SCC(=O)OC3CCCCC3)o2)n1
 : -1, -1, -15, 1, -6, -1.8, -5, 0, 5, -6
CCOC(=O)c1cc(S(=O)(=O)NCc2ccco2)cn1C
 : 0, -2, 16, 5, -3, 0.6, -13, -5, 13, -2
CCn1ncc(Br)c1C(=O)Nc1ccccc1OC
 : -4, 1, -9, -1, 11, -1.1, 18, 0, -18, -7
CCOc1ccccc1C1NC(=O)NC(C)=C1C(=O)OC1CCCC1C (configuration not stated)
 : 2, ·, -11, 3, -13, 2.5, 20, -5, -20, -7
CCOc1cc(/C=C2/N=C(c3ccc4c(c3)OCO4)OC2=O)ccc1OC(C)=O
 : -5, 8, -20, 13, 21, -3.8, -1, 1, 1, -5
c1ccc(-c2ccccc2OCCN2CCCC2)cc1
 : 1, -1, 5, 0, ·, 0.6, -23, -5, 23, 0
Cn1c(SCC(=O)Nc2nnc(-c3ccccc3)o2)nnc1C1CC1
 : 6, 1, 1, 3, 9, -0.4, -4, -2, ·, 2
COc1cc(C(=O)N2CCSCC2)ccc1OC1CCN(C(C)=O)CC1
 : 4, 0, -17, -15, 3, -1.8, 0, 1, 0, -4

Bioassay records: PubChem, several laboratories
